From PubChem
sEH inh: soluble epoxide hydrolase inhibitors, primary screen, biochemical, human sEH; 91,000 compounds, 0.34% hits; inhibition, % at 2 µM; recombinant human sEH enzymatic activity assay; Bifunctional epoxide hydrolase 2 (Homo sapiens), P34913; in the data active = inhibition above about 80%; also: values of inactives mirror those of a sister screen read the other way; many of its hits are not listed in these tables
Target sequence (P34913 whole entry, looked up): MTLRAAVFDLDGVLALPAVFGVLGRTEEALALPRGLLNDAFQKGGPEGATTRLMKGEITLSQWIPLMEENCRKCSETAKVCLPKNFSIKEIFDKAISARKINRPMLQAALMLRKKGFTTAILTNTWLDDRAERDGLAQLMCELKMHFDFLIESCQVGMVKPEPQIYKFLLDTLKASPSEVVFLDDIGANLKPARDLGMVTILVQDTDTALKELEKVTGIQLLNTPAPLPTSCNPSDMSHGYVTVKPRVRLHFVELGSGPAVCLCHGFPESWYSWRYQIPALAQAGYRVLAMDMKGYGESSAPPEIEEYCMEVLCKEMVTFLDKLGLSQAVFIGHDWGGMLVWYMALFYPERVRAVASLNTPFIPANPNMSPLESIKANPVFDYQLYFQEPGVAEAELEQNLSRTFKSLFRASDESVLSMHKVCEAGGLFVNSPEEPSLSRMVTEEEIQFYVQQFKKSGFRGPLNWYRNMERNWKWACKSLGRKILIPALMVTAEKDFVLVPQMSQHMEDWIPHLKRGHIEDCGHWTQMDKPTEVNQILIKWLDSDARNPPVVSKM
PTPN22 act: LYP phosphatase activators, primary screen, biochemical, DiFMUP fluorescence, 2 µM; Tyrosine-protein phosphatase non-receptor type 22 (Homo sapiens), Q9Y2R2; recombinant LYP; 0 = plate median, 100 = signal doubled; activation, % at 2 µM; 96,000 compounds, 0.11% hits; AID 697, 2007;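 active = activation at 2 µM above a set limit, the mean plus 5 SD, cut at about 37% in these data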
PostGolgi ctrl: growth inhibition of yeast control strain, primary screen, counter-screen for post-Golgi transport modulator project; efflux-deficient yeast background strain, growth absorbance A615, 16 h; inhibition, % at 10 µM; 98,000 compounds, 5% hits; in the data active = inhibition above about 30%
HUVEC prolif 384: inhibitors of HUVEC proliferation, primary screen, cell-based, 384-well; 86,000 compounds, 1.1% hits; CellTiter-Glo luminescence, 72 h; active compounds read low; viability, % at 10 µM (by protocol);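 active = viability at or below 30%; inactive = viability above 30%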;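 also: 100% = median luminescence of DMSO-only cell control wells on each plate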
S1P2 blocker: human S1P2 receptor antagonists, primary screen, cell-based; Sphingosine 1-phosphate receptor 2 (Homo sapiens), O95136; cell-based S1P2 antagonist assay, inhibition at 5 uM; inhibition, % at 5 µM; 97,000 compounds, 0.21% hits; AID 736, 2007; in the data active = inhibition above about 45%;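 also: CRE beta-lactamase reporter cells expressing human S1P2 stimulated with S1P; 0% = agonist at EC80 alone and 100% = agonist plus reference antagonist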
Target sequence (O95136 whole entry, looked up): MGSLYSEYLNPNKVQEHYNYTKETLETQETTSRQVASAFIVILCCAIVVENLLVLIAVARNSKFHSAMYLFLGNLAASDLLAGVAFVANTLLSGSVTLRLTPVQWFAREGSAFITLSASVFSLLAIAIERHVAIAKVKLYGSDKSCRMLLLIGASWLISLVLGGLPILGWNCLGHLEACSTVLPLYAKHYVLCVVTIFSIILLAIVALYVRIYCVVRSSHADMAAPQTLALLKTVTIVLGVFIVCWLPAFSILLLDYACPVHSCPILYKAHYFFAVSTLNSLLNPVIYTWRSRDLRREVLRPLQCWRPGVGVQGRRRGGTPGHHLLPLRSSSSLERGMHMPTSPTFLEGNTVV
sEH activator: soluble epoxide hydrolase activators, primary screen, biochemical, human sEH; Bifunctional epoxide hydrolase 2 (Homo sapiens), P34913; purified human sEH enzymatic activity, activator screen; activation, % at 2 µM; 91,000 compounds, 0.04% hits; AID 717, 2007; in the data active = activation above about 37%; also: values of inactives mirror those of a sister screen read the other way
H69AR growth 86K: proliferation blockers of H69AR lung cancer cells, primary screen, cell-based, human, 86K library | H69AR lung tumor viability, ATP luminescence, 72 h; active compounds read low | viability, % at 10 µM | 85,000 compounds, 6% hits | AID 598, 2007;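 active = viability at or below 40%; inactive = viability above 40%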;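 also: multidrug resistant small cell line overexpressing MRP-1 efflux transporter; 100% = mean luminescence of untreated control wells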
S1P2 ag: S1P2 receptor agonists, primary screen, cell-based; S1P2-expressing cell line, agonist reporter read-out; AID 729, 2007; 97,000 compounds, 0.46% hits; Sphingosine 1-phosphate receptor 2 (Homo sapiens), O95136; activation, % at 4.5 µM; in the data active = activation above about 16%;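 also: 0% = vehicle low control and 100% = maximal reference agonist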
Fibroblast inh: antiproliferative effect on LL 47 fibroblasts – human, LL 47 cells, CellTiter-Glo luminescence, primary screen; LL 47 human lung fibroblast viability, ATP luminescence; active compounds read low; viability, % at 10 µM; 85,000 compounds, 1.1% hits; AID 719, 2007;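 active = viability at or below 50% in the single dose screen; inactive = viability above 50%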;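 also: compound exposure lasted 72 h before the ATP readout; 100% = median luminescence of untreated cell-only wells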
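Material: human lung fibroblast line LL 47, low passage; Evaluation: viability percentage against median untreated-cell control; Buffer or medium: 15% FBS in IMEM; Incubation: 72 h compound exposure at 37 °C after overnight plating; Dosing: 0.1% DMSO in all compound wells; Measured by: CellTiter-Glo luminescence.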
Starred values were filed as active, the others as inactive; / = no result given. An excerpt. The share of hits here may be higher or lower than overall.

SMILES	sEH inh	PTPN22 act	PostGolgi ctrl	HUVEC prolif 384	S1P2 blocker	sEH activator	H69AR growth 86K	S1P2 ag	Fibroblast inh
O=C(Nc1nccs1)C(=O)c1c[nH]c2ccccc12	10.7	-5.6	10.6	85.4	5.9	-8.6	87.8	0.6	101.2
Cc1c(C(=O)O)oc2ccc(S(=O)(=O)N3CC(C)CC(C)C3)cc12 (configuration not stated)	/	/	4.8	103.3	/	/	98.7	/	95.4
O=C(NC1CC1)c1ccc(S(=O)(=O)NC2CCCCCC2)cc1	4.7	4.5	-0.8	94.7	0.6	-3.4	109.3	0.1	102.1
O=C(Nc1ccc(Oc2ccc(NC(=O)C3CCCO3)cc2)cc1)C1CCCO1 (configuration not stated)	/	/	4.2	85.7	/	/	104.8	/	99.9
Cc1nc(N2CCC(C(N)=O)CC2)c2nnn(Cc3ccccc3)c2n1	/	/	-0.5	99.0	/	/	90.8	/	97.1
O=C(NC(Cc1ccccc1)C(=O)O)c1ccc(S(=O)(=O)N2CCCCC2)cc1 (configuration not stated)	-5.2	-5.6	5.4	98.1	4.0	2.7	96.3	-5.1	108.3
O=C(COC(=O)c1ccc(Br)o1)NCC1CCCO1 (configuration not stated)	18.4	8.5	9.9	/	10.5	-16.8	/	-4.3	/
O=C(CSc1nc2[nH]ncc2c(=O)n1-c1ccccc1)c1ccc2c(c1)OCCO2	5.3	1.6	-3.2	55.5	-16.0	-3.9	16.8*	-2.6	89.4
Cc1cccc(OCc2nnc(SCC(=O)OC3CCCCC3)o2)c1	/	/	-2.0	99.4	/	/	98.1	/	104.6
Cc1ccc2nc(NC(=O)CSCc3ccccc3)sc2c1	15.0	0.8	-2.3	71.6	-28.6	-14.8	97.4	-3.8	108.5
CC12C(=O)N(Cc3ccco3)C(=O)C1C1c3ccccc3C2c2ccccc21 (configuration not stated)	31.5	2.7	28.9	97.4	-8.8	-30.9	102.8	2.8	95.4
CC(=O)C(C(C)=O)c1c(Cl)c(O)c(O)c2c(C(=O)c3ccccc3)coc12	-6.5	-2.0	10.2	65.5	11.9	8.3	1.6*	-6.9	47.4*

New compounds follow:
SMILES	sEH inh	PTPN22 act	PostGolgi ctrl	HUVEC prolif 384	S1P2 blocker	sEH activator	H69AR growth 86K	S1P2 ag	Fibroblast inh
CCCOC(=O)c1ccc(Oc2c(-c3ccc(O)cc3O)n[nH]c2C)cc1	4.1	3.2	37.7*	55.9	16.6	-6.8	59.1	-5.3	99.1
Oc1ccc(N2CCN(C(c3ccccn3)c3nnnn3C3CCCC3)CC2)cc1 (configuration not stated)	-1.7	2.6	/	91.8	3.3	6.9	95.1	-6.3	89.5
O=C1NN(c2ccccc2)C(=O)/C1=C\c1ccccc1OCC(=O)N1CCOCC1	-7.6	11.1	15.2	/	-1.3	6.3	/	-3.9	/
O=C(NC1CCCCC1)NC1(C(=O)N2CCN3CCCC3C2)CCCCC1 (configuration not stated)	7.1	-5.8	-1.9	/	-0.3	-8.6	/	-2.7	/
COc1ccc(OC)c(C2C3CN(C(C)C)CC=C3C(C#N)=C(N)C2(C#N)C#N)c1 (configuration not stated)	-2.2	0.7	4.5	94.1	-22.3	3.5	55.2	4.3	93.7
CCOC(=O)Cc1nnc(NC(=O)CSc2nnc3c4ccccc4n(C)c3n2)s1	1.9	-10.2	4.8	95.5	-0.4	-3.2	76.6	-0.7	99.6
Cc1cccn2c(=O)c3cc(C(=O)NCCCN4CCCC4=O)n(C)c3nc12	12.2	5.5	-5.4	85.7	-46.9	-9.3	81.6	11.0	106.8
O=C(Cc1ccccc1)NC(Nc1cccc2ccccc12)C(Cl)(Cl)Cl (configuration not stated)	0.0	1.9	3.7	/	-0.2	2.6	/	-5.5	/
Cc1ccc(C(=O)NC2CCS(=O)(=O)C2)cc1S(=O)(=O)N1CCOCC1 (configuration not stated)	-6.9	17.4	9.9	90.8	-18.1	8.3	103.3	-9.2	90.8
Cn1cc([N+](=O)[O-])c(C(=O)Nc2ccn(Cc3c(F)c(F)cc(F)c3F)n2)n1	-5.6	-8.8	-6.3	/	3.1	7.6	/	-3.8	/
CC(=O)CC(=O)NC(=NC1CCCCC1)Nc1nc(C)cc(C)n1	20.5	2.5	8.0	91.9	-2.1	-18.4	43.7	-3.6	99.4
Cc1noc(C)c1COc1ccc(C(=O)OCC(=O)N2CC3(C)CC2CC(C)(C)C3)cc1 (configuration not stated)	-0.2	2.8	-3.1	87.5	-8.9	3.6	80.6	-3.9	96.4

(continued)
SMILES	sEH inh	PTPN22 act	PostGolgi ctrl	HUVEC prolif 384	S1P2 blocker	sEH activator	H69AR growth 86K	S1P2 ag	Fibroblast inh
O=C(COc1ccccc1)Nc1nccs1	8.4	-7.9	/	83.4	13.8	-5.8	106.1	-3.0	103.7
O=C(Cn1c(=O)oc2cc(S(=O)(=O)N3CCCC3)ccc21)N1CCN(c2ccccc2)CC1	-15.0	0.4	0.0	96.1	-6.4	13.9	90.7	-3.2	101.7
O=C(O)C1CC=CCC1C(=O)Nc1ccccc1C(=O)N1CCN(c2ccccc2)CC1 (configuration not stated)	11.0	-3.2	3.8	/	0.4	-9.9	/	-3.8	/
O=C(CSc1nnc(CNc2cccc(C(F)(F)F)c2)n1Cc1ccco1)NCc1ccco1	8.1	5.8	/	75.0	-11.3	-5.3	86.4	-1.6	96.4
CCOc1c(Cl)cc(C(=O)Nc2ccccc2C(=O)O)cc1Cl	4.3	0.0	2.8	/	-20.6	-5.8	/	0.6	/
CCOC(=O)CN(C(=O)Cn1nnc(-c2ccc(C)cc2)n1)C(CC)C(=O)NC1CCCC1 (configuration not stated)	11.3	-2.3	6.2	92.8	1.8	-10.6	96.6	-3.6	106.4
CCCCC(CCC(=O)O)(C(=O)OCC)c1csc(N)n1 (configuration not stated)	2.9	-14.2	3.5	93.0	9.4	-3.4	88.5	-4.2	90.9
O=C(NCC1CCCO1)c1cc(-c2ccncc2)nc2ccc(S(=O)(=O)N3CCOCC3)cc12 (configuration not stated)	2.9	-9.2	8.8	98.8	15.1	-1.5	89.0	-3.6	104.5
O=S(=O)(c1ccc(N2CCN(CCO)CC2)nc1)N1CCCCC1	-6.0	-1.0	/	113.0	-16.5	6.0	91.5	-1.0	108.0
CN(C)c1nc(NCc2ccccc2)nc(Oc2ccc(=O)[nH]n2)n1	6.4	-2.5	-3.4	103.3	-18.9	-6.3	90.7	-7.5	97.0
Cc1[nH]c2ccc(-c3nnc(SCC(=O)NCc4ccco4)n3Cc3ccccc3)cc2c1C	-0.4	6.0	9.1	75.8	-13.3	1.8	59.9	-5.4	79.8
Cn1c(NCCCN2CCOCC2)nc2c1c(=O)n(Cc1ccc(Cl)c(Cl)c1)c(=O)n2C	/	24.0	8.7	66.2	-29.5	/	56.6	-2.9	94.7

Laid out differently: entries from further up
Second line of a record: sEH inh, PTPN22 act, PostGolgi ctrl, HUVEC prolif 384, S1P2 blocker, sEH activator, H69AR growth 86K, S1P2 ag, Fibroblast inh
Cc1[nH]c2ccc(-c3nnc(SCC(=O)NCc4ccco4)n3Cc3ccccc3)cc2c1C
→ -0.4, 6.0, 9.1, 75.8, -13.3, 1.8, 59.9, -5.4, 79.8
CCOC(=O)CN(C(=O)Cn1nnc(-c2ccc(C)cc2)n1)C(CC)C(=O)NC1CCCC1 (configuration not stated)
→ 11.3, -2.3, 6.2, 92.8, 1.8, -10.6, 96.6, -3.6, 106.4
O=S(=O)(c1ccc(N2CCN(CCO)CC2)nc1)N1CCCCC1
→ -6.0, -1.0, /, 113.0, -16.5, 6.0, 91.5, -1.0, 108.0

Next section:
SMILES	sEH inh	PTPN22 act	PostGolgi ctrl	HUVEC prolif 384	S1P2 blocker	sEH activator	H69AR growth 86K	S1P2 ag	Fibroblast inh
Cn1cccc1Cc1nnc(SCC(=O)NCc2ccccc2)n1-c1ccc(F)cc1	/	4.6	-7.9	97.2	-4.5	/	94.2	-4.1	100.7
O=C(c1ccco1)N1CCN(c2cccc(Cl)c2)CC1	6.0	2.9	4.0	96.9	5.5	-6.7	84.4	-6.6	98.7
COc1ccc(NC(=O)c2cc(CC(C)C)on2)cc1OC	/	/	10.3	97.5	/	/	91.5	/	105.6
CCOc1ccccc1C1C(C(N)=O)=C(C)Nc2nc(CCCO)nn21 (configuration not stated)	-22.9	1.4	-0.3	95.4	9.0	21.4	95.5	-4.4	92.2
Cc1ccc(Cn2ccc(NC(=O)c3nn(C)cc3Cl)n2)cc1	-0.8	-4.2	5.4	/	6.2	3.4	/	-6.9	/
Cc1ccnc2nc(C(=O)NCCc3ccc(F)cc3)nn12	-7.3	-13.2	0.5	100.3	4.9	5.2	101.3	-5.5	104.4
Cc1cc(C)cc(OCC(=O)Nc2ccccc2C(=O)NCc2ccco2)c1	-3.4	-14.0	8.3	80.2	4.6	6.2	74.7	-2.2	100.9
O=C(OCC1OC(n2ccc(=O)[nH]c2=O)C(O)C1OC(=O)c1ccccc1)c1ccccc1 (configuration not stated)	26.2	6.0	13.3	/	1.8	-24.5	/	-4.4	/
CCOC(=O)C1=C(O)/C(=C\c2ccc(CNC(=O)C(=O)Nc3ccccc3)o2)N=C1C	-6.8	-10.9	2.1	97.9	-14.0	4.8	35.9*	-4.4	106.0
Cc1c(C#N)c2ccccc2n1CC(=O)N1CCCC1	14.6	-0.2	2.1	101.6	-6.6	-13.1	93.8	-9.1	94.5
CCOc1ccccc1N1CCN(C2=C(NS(=O)(=O)c3cccs3)C(=O)c3ccccc3C2=O)CC1	6.9	-5.6	28.4	67.9	-5.8	-7.0	67.0	-4.9	101.8
CC(OCC(O)CN(C)CCOc1ccccc1)c1ccc(Cl)cc1 (configuration not stated)	-4.4	-2.9	14.3	72.1	8.7	4.6	84.4	-3.4	95.9

(more compounds)
SMILES	sEH inh	PTPN22 act	PostGolgi ctrl	HUVEC prolif 384	S1P2 blocker	sEH activator	H69AR growth 86K	S1P2 ag	Fibroblast inh
O=C(O)CCCN=CC1=C(O)C(C(=O)c2ccccc2)CCC1=O (configuration not stated)	12.6	23.0	/	102.6	3.4	-10.4	94.6	-1.4	97.3
N#Cc1cn(CCOc2ccc(F)cc2)c2ccccc12	4.9	8.3	/	75.0	-2.8	-5.2	73.9	-1.2	95.8
N#CCCN(Cc1ccccc1)C(=S)NC(=O)c1ccccc1	-3.1	1.2	9.6	/	-8.0	3.2	/	-3.3	/
Cc1ccc(/C=N/Nc2cccc3cccnc23)c(O)c1	-1.7	-1.5	14.9	/	5.0	2.9	/	-4.5	/
